OXTR potentiator: human OXTR potentiators, primary screen, fluorescence, CHO-OTR cells, Fluo-8 calcium; Oxytocin receptor (Homo sapiens), P30559; Fluo-8 calcium fluorescence, potentiator mode; 0% = oxytocin EC15, 100% = EC100; activation, % at 3 µM; hit rate 0.061% among 320,000; AID 2445, 2010;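 active = activation above that plate's cutoff, the mean activation of tested compounds plus 3 SD, cut at about 6.6% in these data, passing the limit was not always enough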;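 also: 100% uses oxytocin at 75 nM as the full agonist control; some results filed as inactive read as strong as hits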
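Assay system: CHO-OTR cells, human receptor / Also added: oxytocin at about EC15, sub-maximal agonist stimulus / Dosing: single dose, 3.0 µM nominal final compound concentration / Incubation: 6 min pre-incubation, 100 s read / Technique: Fluo-8 calcium dye fluorescence / Read-out: % activation vs EC15 and EC100 oxytocin / Benchmarks: EC15 oxytocin low, 75 nM oxytocin high / Replicates: singlicate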
V1R ag counter: agonists of human V1a receptor, primary screen, counter-screen for OXTR agonist project, fluorescence, CHO-V1R cells; Fluo-8 calcium fluorescence, agonist mode; 0% DMSO, 100% 3 nM vasopressin; activation, % at 3 µM; hit rate 0.25% among 320,000; AID 2797, 2010;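 active = activation above the mean activation of all tested compounds plus 3 SD, per screening run, cut at about 20% in these data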;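 also: signal is peak over basal fluorescence ratio across a 100 second FLIPR read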
Target sequence (P37288 whole entry, looked up): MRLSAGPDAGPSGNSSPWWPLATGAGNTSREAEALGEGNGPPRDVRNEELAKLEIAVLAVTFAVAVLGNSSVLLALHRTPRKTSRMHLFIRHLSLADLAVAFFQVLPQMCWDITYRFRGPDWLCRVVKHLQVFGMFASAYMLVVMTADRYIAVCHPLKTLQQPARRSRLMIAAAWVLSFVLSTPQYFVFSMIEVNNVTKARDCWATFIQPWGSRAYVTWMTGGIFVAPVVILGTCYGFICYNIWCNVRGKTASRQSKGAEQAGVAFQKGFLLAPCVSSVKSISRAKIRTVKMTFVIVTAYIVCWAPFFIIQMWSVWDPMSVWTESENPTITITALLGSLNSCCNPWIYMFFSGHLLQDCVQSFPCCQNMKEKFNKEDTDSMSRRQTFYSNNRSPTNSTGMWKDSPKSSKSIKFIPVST
M1 ag: human M1 muscarinic receptor agonists, primary screen, Fluo-8 calcium fluorescence, CHO-K1 cells, HTS; Muscarinic acetylcholine receptor M1 (Homo sapiens), P11229; CHO-K1 hM1, agonist mode; 0% DMSO, 100% acetylcholine EC100; activation, % at 3 µM; hit rate 0.33% among 360,000;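 active = activation above the run's mean compound activation plus 3 SD, cut at about 16% in these data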;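 also: peak over basal fluorescence ratio within a 140 s kinetic read after compound addition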
CHO-K1 Ca antag: M1 antagonist counterscreen hit in parental CHO-K1 cells. ATP-induced calcium, Fluo-8 fluorescence. inhibition, % at 3 µM. hit rate 0.6% among 360,000;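 active = inhibition above a per-plate cutoff, the plate's mean sample inhibition plus 3 SD, cut at about 24% in these data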;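 also: 0% = DMSO plus EC80 ATP and 100% = DMSO alone without ATP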
CHO-K1 Ca ag: counter-screen for M1 agonists: effect in parental CHO-K1 cells. Fluo-8 calcium fluorescence; scaled to maximal ATP response, vehicle zero. activation, % at 3 µM. hit rate 0.48% among 360,000. AID 602248, 2012; in the data active = activation above about 15%;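 also: untransfected CHO-K1 host cells lacking M1 receptor as counterscreen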
TAAR1 ag: human TAAR1 agonists, primary screen, Fluo-8 calcium fluorescence, CHO RD-HGA16 cells. hit rate 0.99% among 360,000. activation, % at 3 µM. vehicle wells 0%, saturating PEA agonist 100%;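 active = activation above the mean activation of all test compounds in the run plus 3 SD, cut at about 38% in these data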
Target sequence (Q96RJ0 whole entry, looked up): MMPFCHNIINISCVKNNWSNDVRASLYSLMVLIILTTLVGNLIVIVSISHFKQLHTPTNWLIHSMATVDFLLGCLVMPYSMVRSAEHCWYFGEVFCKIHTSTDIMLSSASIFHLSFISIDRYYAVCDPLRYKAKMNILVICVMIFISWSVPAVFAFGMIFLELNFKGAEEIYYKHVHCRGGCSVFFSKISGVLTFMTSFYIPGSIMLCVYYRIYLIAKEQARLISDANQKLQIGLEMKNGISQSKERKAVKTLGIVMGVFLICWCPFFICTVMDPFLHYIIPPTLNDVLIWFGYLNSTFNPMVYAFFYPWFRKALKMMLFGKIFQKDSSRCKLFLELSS
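Signal – calcium-sensitive Fluo-8 signal, excitation 470-495, emission 515-575 nm · System – RD-HGA16 (CHO) cells co-expressing Gα16 and hTAAR1 · Incubation – 17-24 h seeding, 75 min 37 °C dye, 30 min RT · Compound dosing – 3 µM single concentration · Repeats – no replicates (n 1)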
CHO parental Ca: ATP-evoked calcium signal inhibitors, parental CHO, primary screen, counter-screen for OX1R antagonist project, cell-based, fluorescence, Fluo-8 calcium dye; inhibition, % at 5.6 µM; hit rate 0.63% among 330,000; parental CHO-K1, ATP-induced calcium, Fluo-8 fluorescence;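 active = inhibition above that plate's mean sample inhibition plus 3 SD, cut at about 26% in these data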;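 also: 0% = ATP-challenged DMSO wells and 100% = DMSO wells without ATP; some compounds past the cut are filed as inactive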
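Test system: untransfected parental CHO cell line. Compound: one dose, 5.6 µM nominal. Detection: intracellular calcium via Fluo-8 no-wash fluorescent dye. Measure: % inhibition. Benchmarks: ATP-challenged DMSO wells low, unchallenged DMSO wells high.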
TAAR1 antagonist: human TAAR1 antagonists, primary screen, Fluo-8 calcium fluorescence, CHO RD-HGA16 cells | Trace amine-associated receptor 1 (Homo sapiens), Q96RJ0 | antagonist | inhibition, % at 3 µM | hit rate 1.5% among 360,000;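 active = inhibition above a per-plate cutoff, the mean inhibition of test compounds on that plate plus 3 SD, cut at about 49% in these data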;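 also: 0% = DMSO plus EC80 beta-PEA response and 100% = DMSO alone without agonist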
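System: CHO RD-HGA16 cells bearing hTAAR1. Reagent: EC80 β-phenethylamine stimulus. Schedule: seeding 17-24 h prior, 75-min 37 °C, 30-min RT dye loading. Signal: Fluo-8 intracellular calcium dye fluorescence, real-time kinetic reads. Read-out: % inhibition from peak post-agonist over basal fluorescence ratio. Benchmarks: vehicle wells and EC80 agonist wells. Replicates: n of 1.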
M1 PAM parental: nonselective calcium activators in parental CHO-K1 cells, primary screen, counter-screen for M1 PAM project, cell-based, Fluo-8 calcium fluorescence, full deck, 1536-well; ATP EC20; 0% at ATP EC20, 100% at ATP max; activation, % at 3 µM; hit rate 0.02% among 360,000; AID 602247, 2012;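 active = activation above the run cutoff, the mean activation of all test compounds plus 3 SD, cut at about 40% in these data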;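 also: peak over basal fluorescence ratio in a 140 s read after ATP addition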
Numbers without * were called inactive; x = no result given.

Every second line gives: OXTR potentiator | V1R ag counter | M1 ag | CHO-K1 Ca antag | CHO-K1 Ca ag | TAAR1 ag | CHO parental Ca | TAAR1 antagonist | M1 PAM parental
1: CC(=O)C1(C)C(=O)N(c2ccc(C)cc2)C(=O)N1c1ccc(C)cc1 (configuration not stated)
 : x | x | -5 | -10 | 0.6 | 0 | x | -30 | 10
2: Cc1nn(CC(O)c2ccccc2)c(C)c1Br (configuration not stated)
 : 2 | -0.1 | -6 | -1 | 1.7 | 1 | 1 | 3 | 12
3: O=C(NNC(=S)Nc1ccc(F)cc1)[C@H]1C[C@@H]1c1ccccc1
 : 1 | 0.1 | 0 | -2 | 0.3 | 4 | -6 | -23 | -1
4: O=C(NCC(c1ccco1)N1CCCCC1)c1ccc(S(=O)(=O)Nc2ccccc2)cc1 (configuration not stated)
 : -6 | 4.6 | -4 | -10 | 4.9 | 15 | -10 | -16 | 4
5: CN1C(=O)/C(=C/c2ccc(OCc3ccccc3F)cc2)NC1=S
 : -20 | 4.9 | -1 | -14 | 1.5 | 2 | 0 | 2 | 5
6: COc1ccc(C2=CC(=O)C[C@H](c3ccc(F)cc3)C2)cc1OC
 : -6 | -0.6 | -7 | 7 | -0.3 | 4 | -27 | 92* | -21
7: O=C(Nc1ccccc1)Nc1nnc([C@@H]2C[C@H](O)[C@@H](CO)O2)s1
 : x | x | -3 | -8 | 0.3 | 27 | x | -3 | 8
8: CCOC(=O)c1c(C)nc2sc3c(=O)n(-c4ccc(C)cc4)cnc3c2c1-c1ccc(OC)cc1
 : -2 | 1.3 | -1 | -2 | 0.3 | 3 | -1 | 4 | 14
9: CCN1C(=O)[C@@H]2Cc3c([nH]c4ccccc34)C(c3ccc(OC)cc3)N2C1=S (some centres not stated)
 : -13 | 4.3 | -4 | -5 | 5.8 | x | 0 | x | 9
10: C/C(=N/NC(=O)c1ccc(C)nc1)c1ccc2c(c1)CCCC2
 : -6 | 0.5 | -3 | 3 | 0.0 | -1 | -3 | -8 | 3
11: CC1(C(=O)Nc2ccc(Cl)c(Cl)c2)CCN1Cc1cc2ccccc2o1 (configuration not stated)
 : x | x | -6 | -15 | 1.0 | 0 | x | -36 | 30
12: O=C(COC(=O)/C=C/c1cccc([N+](=O)[O-])c1)NCc1ccc2c(c1)OCO2
 : -18 | 7.7 | -2 | -2 | 1.9 | 3 | 0 | 2 | 0
13: Cc1cccc(-n2cc(-c3ccc([N+](=O)[O-])cc3)[nH]c2=S)c1
 : -7 | -0.9 | -3 | 9 | 0.0 | -1 | -5 | -1 | -7
14: CC(=O)Nc1nc(C)c(Oc2ccc(C)cc2)c(=O)[nH]1
 : -3 | -0.3 | -1 | 0 | -0.2 | 0 | -17 | -18 | -19
15: Cc1ccc(S(=O)(=O)NC(CC(=O)O)c2ccccc2)c(C)c1 (configuration not stated)
 : 2 | -0.1 | -2 | -14 | 0.3 | -3 | -12 | -6 | 18
16: C=CCN(C(=O)CCC(=O)Nc1cc(C)on1)C(C(=O)NC(C)(C)C)c1ccc(OC)cc1 (configuration not stated)
 : 1 | 0.1 | -2 | -1 | 0.1 | 1 | -12 | 1 | 12
17: O=C(N/N=C/c1cccc(C(F)(F)F)c1)C1CCN(c2ncc(C(F)(F)F)cc2Cl)CC1
 : 6 | -0.7 | -4 | -6 | -0.1 | 5 | 0 | 6 | 6
18: CCOc1ccc(C(CCc2ccccc2)NC(=O)c2ccccc2OC)cc1OCC (configuration not stated)
 : -10 | 2.3 | 5 | 3 | -0.4 | x | 24 | x | -6
19: COc1cccc(CN2CCN(S(=O)(=O)c3ccc(Br)cc3)CC2)c1
 : -9 | -0.3 | -8 | -27 | 2.0 | -1 | -16 | 19 | 9
20: COCc1cc(C)c(C#N)c(=S)[nH]1
 : 0 | 0.1 | 0 | -17 | 0.3 | x | -44 | x | 8
21: CCn1c(COC(=O)CNC(=O)c2cc(OC)c(OC)c(OC)c2)nc2cc(S(=O)(=O)N(C)C)ccc21
 : -2 | -0.2 | -5 | -2 | 1.1 | -1 | 13 | -7 | 12
22: O=C(COc1ccc(Br)cc1)N1CCN(c2ccccc2)CC1
 : -5 | 0.1 | -3 | -13 | 0.9 | 7 | -1 | -6 | 19
23: N#CCCn1cc(/C=C2\NC(=S)N(c3ccccc3)C2=O)c(-c2ccc(-c3ccccc3)cc2)n1
 : -5 | 1.5 | -8 | -7 | 0.9 | 0 | 7 | 10 | 20
24: O=C(c1cc(=O)[nH]c2ccccc12)N1CC=C(c2ccccc2)CC1
 : -18 | 1.0 | 3 | 9 | 2.6 | 1 | -16 | -34 | -5
25: Cc1ccc(NC(=O)CCc2nnc3ccc(N4CCC5(CC4)OCCO5)nn23)nc1
 : -14 | 0.7 | -2 | 5 | 0.4 | 9 | 2 | -11 | -30
26: O=c1c2c3c(sc2nc2n1CCCC2)CCCCC3
 : -5 | 0.9 | -2 | -10 | 0.2 | 13 | -6 | 12 | 15
27: CC(=O)c1c(C)[nH]c(C(=O)OCC(=O)Nc2cccc(S(=O)(=O)N(C)C)c2)c1C
 : -2 | 0.1 | -4 | -7 | 0.5 | 3 | -5 | 28 | 1
28: CCN(CC)S(=O)(=O)c1ccc(Oc2ccc(S(=O)(=O)N(CC)CC)cc2)cc1
 : -8 | 9.1 | 0 | 4 | 4.7 | 8 | 58* | 6 | 6
29: COC(=O)Cn1cnc2c(C#N)c3n(c2c1=O)CCCCC3
 : -2 | 0.4 | -4 | -14 | 0.2 | 12 | -8 | 13 | 22
30: CC(=O)C1=C(O)C(=O)N(c2cccc(Br)c2)C1c1ccccc1Cl (configuration not stated)
 : -5 | 14 | 5 | -6 | 4.3 | 5 | 4 | -30 | 13

Just V1R ag counter (2 entries from above):
| nr | structure | V1R ag counter |
| --- | --- | --- |
| 19 | COc1cccc(CN2CCN(S(=O)(=O)c3ccc(Br)cc3)CC2)c1 | -0.3 |
| 20 | COCc1cc(C)c(C#N)c(=S)[nH]1 | 0.1 |

Other results follow:
Every second line gives: OXTR potentiator | V1R ag counter | M1 ag | CHO-K1 Ca antag | CHO-K1 Ca ag | TAAR1 ag | CHO parental Ca | TAAR1 antagonist | M1 PAM parental
31: O=C(CN1C(=O)NC2(CCCCCCC2)C1=O)Nc1c(Cl)cccc1Cl
 : 0 | 0.9 | 0 | 1 | -0.4 | 4 | -8 | 8 | 11
32: CN(C)CCCNC(=O)c1ccc(-c2cc3nc(NCc4cccnc4)n(C)c(=O)c3s2)cc1
 : x | x | 1 | -5 | -0.1 | 1 | x | -8 | 12
33: COc1ccc(-c2sc3ccc(OC)cc3c2-c2ccc(OCCN3CCOCC3)cc2)cc1
 : x | x | -2 | 15 | -0.1 | x | -17 | x | 3
34: CC(=O)Oc1cc2oc(=O)c3c(c2cc1Cl)CCC3
 : -8 | 0.8 | -3 | -7 | 0.4 | 4 | 2 | -14 | 8
35: O=C(CN1CCCc2ccccc21)NCCc1ccc(Cl)cc1
 : -18 | -0.8 | -7 | -11 | 0.4 | 3 | -18 | -8 | 8
36: COc1ccccc1OCC(=O)NNC(=O)c1ccc(F)c(S(=O)(=O)N2CCOCC2)c1
 : 3 | -0.1 | 0 | 2 | -0.6 | 1 | 1 | -6 | 4
37: CC(=O)N[C@H](Cc1c[nH]c2ccccc12)C(=O)O
 : -2 | -0.4 | -2 | -8 | 0.2 | 0 | -3 | -4 | 11
38: COc1ccc(C(=O)CSc2nnc(C3CCCCC3)n2N)c(OC)c1
 : -2 | -1.1 | -3 | -1 | -0.6 | 1 | -19 | -18 | 2
39: CCC(=O)N(CCc1ccc(S(N)(=O)=O)cc1)C1CC(=O)N(c2ccc(OC)cc2)C1=O (configuration not stated)
 : -9 | 0.8 | -4 | -6 | 0.1 | 0 | -3 | -14 | 4
40: COc1ccc(S(=O)(=O)N2CCCC(C(=O)O)C2)cc1 (configuration not stated)
 : 1 | 1.2 | -3 | -2 | 0.3 | 3 | -7 | 4 | 7
41: COC(=O)C1=C(C)NC(=O)NC1c1ccccc1Cl (configuration not stated)
 : -17 | 1.9 | -1 | -8 | 0.6 | 3 | -5 | -34 | 13
42: CC(=O)C[C@H](O)CC(=O)[C@@H]1OC(=O)CCCCC/C=C/Cc2ccccc21
 : -6 | 0.0 | -2 | 0 | 0.5 | 3 | -2 | 2 | -15
43: Brc1ccc(-c2csc3[n+]2CCCCC3)cc1
 : -9 | 0.6 | -14 | 3 | 1.2 | 5 | -24 | 5 | 22
44: Cc1ccc(CCN2CC(C(=O)N3CCN(c4ccc(F)cc4)CC3)CC2=O)cc1 (configuration not stated)
 : -2 | 1.5 | -5 | -5 | 1.8 | 6 | -14 | 2 | 11
45: CNc1nc(Nc2ccc(Br)cc2)nc(N)c1[N+](=O)[O-]
 : -5 | -1.2 | 0 | -1 | -0.7 | 0 | -8 | 0 | -5
46: Cc1cc2oc(=O)cc(CN3CCCc4ccccc43)c2cc1C
 : -18 | -1.2 | -7 | -5 | 0.2 | 18 | -13 | -10 | 15
47: CCOC(=O)N1CCN(C(=S)Nc2ccc(C)c(C)c2)CC1
 : 0 | 0.3 | 12 | 5 | -0.1 | 4 | 0 | -15 | -8
48: COc1ccc(NC(=O)c2cc(Cl)ccc2NC(=O)c2ccco2)c(OC)c1
 : -8 | 0.1 | -2 | -10 | 0.5 | 8 | -25 | 34 | 18
49: N#Cc1c(Cl)c(Cl)c2nnc(-c3ccc(Br)cc3)n2c1Cl
 : 1 | -0.5 | x | x | x | 2 | -12 | -3 | x
50: Cc1nn(-c2ccc(C(=O)Nc3nnc(C4CC4)s3)cc2)c(C)c1Cl
 : -12 | -0.4 | -1 | 14 | -0.1 | 1 | -6 | -9 | -7
51: CCCOc1cccc(C(=O)NCCNC(=O)c2cnccn2)c1
 : -6 | 0.2 | -2 | -13 | 1.8 | 1 | -9 | -8 | 12
52: Cc1[nH]c(-c2ccc(F)cc2)cc1C(=O)N1CCN(c2ccc(Cl)cc2)CC1
 : x | x | -2 | -3 | 7.4 | 2 | x | 6 | 4

Screens as filed in PubChem.
